Bioassay records from PubChem BioAssay.
FUS yeast rescue: suppressors of FUS proteinopathy in yeast. S. cerevisiae FUS-expressing, growth rescue, OD600, 24 h. Potency, µM (highest dose often 76.6 µM), inactives show at the highest dose growth rescue (activation), hits mostly activators. actives 0.24% (n = 390,000). AID 1347120; active means well fitted activation curve with a large enough effect; inconclusive means small, poorly fitted or top-dose-only effect; inactive means no such curve, though single readings can be large or run the other way;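 further: plate controls were DMSO vehicle for no effect and reference control for full effect; nearly all actives have a fitted effect of over 55% in size; some results filed as inactive show a strong effect at the top dose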
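Yeast FUS proteinopathy model; galactose-induced FUS (2%), starting OD 0.005. Cpds in dilution series, 24hr, 30C, 99% humidity. Abs 600 nm growth. Pos ctrl CP55940 (top 92uM final); neg ctrl DMSO.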
* = called active by the depositor; ? = inconclusive. Potency means the concentration at half of the fitted maximal effect.

FUS yeast rescue,Molecule
0%,CC(C)N1CCc2c(sc(NC(=O)C(F)(F)F)c2-c2nc3ccccc3s2)C1
5%,N#CCC[C@@H]1CC[C@]2(CCCN(Cc3ccccc3)C2)O1
?,COC(=O)[C@]12C[C@H](CC(=O)NCc3cccc4ccccc34)C(=O)N(Cc3ccco3)C1=C[C@H](C(C)C)O[C@@H]2C1CC1
9%,C[C@H](O)[C@@H]1CN2CCc3c([nH]c4cccc(-c5ccccc5)c34)[C@@H]2C[C@@H]1N(C)C(=O)c1ccco1
18%,O=C(NCc1ccccc1Cl)C1CCCN(c2ncccn2)C1 (stereo unspecified)
-10%,Cc1nc2ccc(NC(=O)c3ccc(F)cc3Cl)cc2c(=O)[nH]1
25%,c1ccc(Cn2c(SCC3CCCCC3)nnc2-c2cccnc2)cc1
-10%,O=C(CSc1nc2ccccc2c(=O)[nH]1)NC1CCCCC1
30%,CCCC1CCC2(CCCN2CCOC(=O)NCc2ccccc2)CC1 (stereo unspecified)
8%,COc1ccc(C)c(NC(=O)[C@@H]2CCCN2S(=O)(=O)c2cccc3cccnc23)c1
24%,O=C(OC12CCCN(C1)/C(=C/c1ccc(Cl)cc1)C2)c1cccc(F)c1 (stereo unspecified)
-14%,O=C(Cc1ccccc1)N1CCC(Oc2cccnc2)CC1
1%,Cc1cccc(NC(=O)[C@H]2CC(=O)O[C@@H]2c2ccccc2)c1C
18%,CN(C(=O)[C@@H]1CC=C[C@@H]2CCN(C3CCCCC3)C(=O)[C@@H]21)c1ccccc1
?,C=CCN1C(=O)[C@@H](CC(=O)NCCc2ccccc2OC)[C@]2(C(=O)OCC)CCCCC/C=C/12
-12%,Cc1cccc(NC(=O)Nc2nc3ncccn3c2-c2ccc(F)cc2)c1
-5%,N#CCC[C@H]1CC[C@]2(CCCN(C(=O)c3ccco3)C2)O1
5%,COC(=O)[C@@]12CCCCC3=C1N(CCC3)C(=O)[C@H]2CC(=O)N1CCSCC1
-1%,Cc1cc(C(=O)O)c(C)o1
15%,O=C(OCC#CCSc1nnc(-c2cccc3ccccc23)o1)c1ccsc1
-8%,O=C(NCCc1ccccc1)OCc1cn(Cc2c(F)cccc2F)nn1
35%,c1ccc(Cn2ccc3ccc(-c4ccc5ccn(Cc6ccc7ccccc7c6)c5c4)cc32)cc1
23%,CN(Cc1ccccc1)C(=O)OCc1cn(Cc2cccc(Cl)c2)nn1
38%,CC(=NNC(=O)CSc1nnc(-c2ccccc2)n1-c1ccccc1)c1ccc2ccccc2c1

Ordered by value in FUS yeast rescue (rising): 3 from the list above
FUS yeast rescue,Molecule
-14%,O=C(Cc1ccccc1)N1CCC(Oc2cccnc2)CC1
0%,CC(C)N1CCc2c(sc(NC(=O)C(F)(F)F)c2-c2nc3ccccc3s2)C1
8%,COc1ccc(C)c(NC(=O)[C@@H]2CCCN2S(=O)(=O)c2cccc3cccnc23)c1

(listing goes on)
FUS yeast rescue,Molecule
15%,CCC[C@H]1[C@@H](NC(=O)c2cccc(C)c2)CC[C@@]23CCCN2C(=O)CCC[C@@H]13
7%,O=C(Nc1ccc(Cl)c(Cl)c1)C1CCN(c2ncccn2)CC1
?,Cc1cc(NS(=O)(=O)c2ccc(NC(=O)CSc3nc4sc(C)c(C)c4c(=O)n3Cc3ccco3)cc2)nc(C)n1
-15%,Cc1ccccc1CN1CCCCC(NC(=O)Nc2cccc(F)c2)C1=O (stereo unspecified)
-11%,CCOC(=O)CC[C@H]1CC[C@]2(CCCN(C(=O)c3ccno3)C2)O1
20%,CCOC(=O)C1=NOC(C(=O)Nc2nccs2)(C(=O)C2CC2)C1 (stereo unspecified)
-18%,COC(=O)[C@]12C[C@H](CC(=O)N3CCC(c4ccccc4)CC3)C(=O)N(Cc3ccc(Cl)cc3Cl)C1=C[C@H](C(C)(C)C)O[C@@H]2C
44%,Cc1cc(C)cc(C(=O)OCCCN(C)C2CN(Cc3cn(Cc4ccc([N+](=O)[O-])cc4)nn3)S(=O)(=O)C2)c1 (stereo unspecified)
-3%,O=C(CSc1nnc(SCc2cccc3ccccc23)s1)c1ccc(F)cc1
-5%,CN1CCN(c2ccc(-c3csc(N4CCC(C(N)=O)CC4)n3)cc2)CC1
-25%,O=C(Nc1ccc(OC(F)(F)F)cc1)Nc1c(-c2ccc(C(F)(F)F)cc2)nc2ncccn12
12%,CCOC(=O)[C@]12CCCC=C1N(Cc1ccc(OC)cc1)C(=O)[C@@H]2CC(=O)N1CCCCC1
-5%,COC(=O)[C@@]12CCCCC3=C1N(CCC3)C(=O)[C@H]2CC(=O)NCCC(C)C
-1%,CNc1nc(N)c([N+](=O)[O-])c(Nc2cccc(Br)c2)n1
9%,CSCCCNC(=O)CN1C(=O)C2CCCCN2C(=O)c2ccccc21 (stereo unspecified)
16%,Cc1nc2ccc(S(=O)(=O)NCC(=O)N(C)Cc3ccccc3F)cc2s1
18%,N#CCc1ccc(OC[C@@H](O)CN2CCC(C(O)(c3ccccc3)c3ccccc3)CC2)cc1
28%,CCOc1ccc(/C=C2\NCCc3cc(OCC)c(OCC)cc32)cc1OCC
20%,Cc1ccc(C2=CCN(C)C(=O)N2c2ccc(Br)cc2)cc1
-9%,CC(C)C[C@@H]1COc2cc(F)ccc2S(=O)(=O)N1C
1%,O=C(OCC#CCSc1nnc(-c2cccc3ccccc23)o1)c1ccc(F)cc1F
-13%,C[C@H]1Cn2nncc2Cn2c3ccccc3c(=O)n21
?,COC(=O)C1=C(C(=O)OC)[C@@]2([C@@H](Cc3ccc(C)cc3)Nc3ccccc3)C=C[C@@H]1O2
18%,O=C(NCCc1c[nH]c2ccccc12)OCc1cn(Cc2ccccc2Cl)nn1
5%,COc1ccc(C)cc1NC(=O)CSc1nnc(-c2n[nH]c3c2CCC3)n1N
20%,CC[C@@H](CCC(=O)N(c1ccccc1)c1ccccc1)c1ccc(C)cc1
?,COC(=O)[C@]12C[C@H](CC(=O)N3CCCCC3)C(=O)N(Cc3cccc4ccccc34)C1=C[C@H](C(C)(C)C)O[C@@H]2C
14%,COC(=O)C[C@@H]1CC[C@H]2[C@@H](COc3ccc(NC(=O)Nc4ccc(C)cc4)cc3C(=O)N2C)O1
?,COc1cc2c(cc1NC(=O)CSc1nnc(-c3ccccc3F)n1-c1ccc(C)cc1)oc1ccccc12
-1%,CC(C)CNC(=O)OCc1cn(Cc2ccc(F)c(F)c2)nn1
-13%,CCCCCOC(=O)Nc1nc(=O)n([C@@H]2O[C@H](C)[C@@H](O)[C@H]2O)cc1F
20%,C[C@@H]1CCCN1c1ccc2c(c1)O[C@H]1CCN(C1)S2(=O)=O
-6%,CC(=O)c1cc(-c2ccc(-c3cc(C(=O)O)c4ccccc4n3)cc2)c(=O)n2c1CCC2
-11%,CCOC(=O)[C@]12CCCC=C1N(CCCOC)C(=O)[C@@H]2CC(=O)N1CCCCC1
13µM*,CC(C)=CCC/C(C)=C/CNCC(=O)N1c2ccccc2[C@]2(c3ccccc3)C[C@@H]3C(=O)N(C/C=C(\C)CCC=C(C)C)CC(=O)N3[C@H]12
26%,CCOC(=O)CCCNC(=O)OCCCN1CCC2(CCC(c3ccccc3)CC2)C1=O (stereo unspecified)

Molecules shown so far that have a furan ring, fused or not, in the order listed:
FUS yeast rescue,Molecule
?,COC(=O)[C@]12C[C@H](CC(=O)NCc3cccc4ccccc34)C(=O)N(Cc3ccco3)C1=C[C@H](C(C)C)O[C@@H]2C1CC1
9%,C[C@H](O)[C@@H]1CN2CCc3c([nH]c4cccc(-c5ccccc5)c34)[C@@H]2C[C@@H]1N(C)C(=O)c1ccco1
-5%,N#CCC[C@H]1CC[C@]2(CCCN(C(=O)c3ccco3)C2)O1
-1%,Cc1cc(C(=O)O)c(C)o1
?,Cc1cc(NS(=O)(=O)c2ccc(NC(=O)CSc3nc4sc(C)c(C)c4c(=O)n3Cc3ccco3)cc2)nc(C)n1
?,COc1cc2c(cc1NC(=O)CSc1nnc(-c3ccccc3F)n1-c1ccc(C)cc1)oc1ccccc12

Molecules from the list above containing a CF3 group:
FUS yeast rescue,Molecule
0%,CC(C)N1CCc2c(sc(NC(=O)C(F)(F)F)c2-c2nc3ccccc3s2)C1
-25%,O=C(Nc1ccc(OC(F)(F)F)cc1)Nc1c(-c2ccc(C(F)(F)F)cc2)nc2ncccn12

(more compounds)
FUS yeast rescue,Molecule
20%,CCOC(=O)[C@]12CCCC=C1N(CCCOC)C(=O)[C@@H]2CC(=O)NCC1CCCCC1
6%,COc1ccc2c3c([nH]c2c1)[C@]1(CCNC=O)Nc2ccccc2C1=NCC3
7%,COc1ccc(/C=C2\CC3(OC(=O)c4cccc(F)c4)CCCN2C3)cc1 (stereo unspecified)
16%,Cc1nn(-c2ccccc2)c(C)c1C=NNC(=O)CSc1nc2ccccc2n1C
?,O=c1c2ccccc2n(Cc2ccno2)n1[C@@H](Cc1ccccc1)Cn1cc(-c2ccc(-c3ccccc3)cc2)nn1
-13%,O=C(CCn1nnc(-c2cccs2)n1)N1CCCCC1
-19%,COC(=O)CCCn1cc(CN2CC=CS2(=O)=O)nn1
?,COC(=O)[C@]12C[C@H](CC(=O)N3CCSCC3)C(=O)N(Cc3ccco3)C1=C[C@H](C1CCCC1)O[C@@H]2C
?,O=C1CC(c2ccc3ccccc3c2)N=C2N(Cc3ccc4c(c3)OCO4)C/C(=C/c3ccccc3)N12 (stereo unspecified)
10%,CCOC(=O)[C@@]12CCCC3=C1N(CCC3)C(=O)[C@H]2CC(=O)NCCc1ccccc1OC
6%,Nn1c(SCC(=O)N2CCOCC2)nnc1-c1cc(-c2ccc(F)cc2)n[nH]1
14%,COc1ccc(-c2cc(-c3nnc4sc(-c5cccs5)nn34)[nH]n2)cc1
26%,CN(Cc1ccccc1)S(=O)(=O)c1cccc(C(=O)OCc2cccc([N+](=O)[O-])c2)c1
?,Cc1ccc(-c2cc(C(=O)NN=Cc3cccc(OCc4ccccc4)c3)[nH]n2)cc1C
?,CCCCNC(=O)C[C@H]1C[C@@]2(C(=O)OC)C(=C[C@H](COCc3ccccc3)O[C@@H]2C)N(Cc2ccc(Cl)cc2Cl)C1=O
19%,CCn1c(Cc2cccs2)nnc1SCC(=O)Nc1ccccc1-c1ccccc1
?,O=c1c2ccccc2n(Cc2ccco2)n1[C@@H](Cc1ccccc1)Cn1cc(C2CCCC2)nn1
16%,COc1ccc(-c2nnn3c2Cn2c4ccccc4c(=O)n2[C@@H](C(C)C)C3)cc1
-5%,CC(C)Oc1cccc(-c2n[nH]c(=S)n2N=Cc2cccc([N+](=O)[O-])c2)c1
-21%,CCN(CC)C(=O)CC[C@@H]1CC[C@]2(CCCN(S(C)(=O)=O)C2)O1
5%,Oc1ccc(-c2ccccc2F)c2cccnc12
20%,CC(=O)OCCC(CC(C)C)NC(=O)[C@H](CC(C)C)NC(=O)OCc1ccccc1 (stereo partly specified)
11%,O=S1(=O)c2ccc(N3CCC[C@@H]3CO)cc2O[C@H]2CCN1C2
-14%,C[C@H]1COc2cccc(N3CCCC3)c2S(=O)(=O)N1C

Quoted at random: 4 entries already listed, in no set order.
FUS yeast rescue,Molecule
14%,COc1ccc(-c2cc(-c3nnc4sc(-c5cccs5)nn34)[nH]n2)cc1
-13%,CCCCCOC(=O)Nc1nc(=O)n([C@@H]2O[C@H](C)[C@@H](O)[C@H]2O)cc1F
14%,COC(=O)C[C@@H]1CC[C@H]2[C@@H](COc3ccc(NC(=O)Nc4ccc(C)cc4)cc3C(=O)N2C)O1
9%,CSCCCNC(=O)CN1C(=O)C2CCCCN2C(=O)c2ccccc21 (stereo unspecified)

Next structures.
FUS yeast rescue,Molecule
-5%,COc1cccc(NC(=O)C2CCCN2C(=O)NC2CCC(C)CC2)c1 (stereo unspecified)
?,COc1ccc(S[C@]2(C(=O)N(C)C)CC(=O)N(c3ccc(Cl)cc3)[C@@H]2c2ccc(OC)cc2)cc1
?,CCOc1ccc(-n2c(SCc3ccc(C#N)cc3)nnc2-c2ccco2)cc1
10µM*,COc1ccc(C2Nc3ccccc3C(=O)N2Cc2ccco2)cc1COc1c(C)cc(NC(C)=O)cc1C (stereo unspecified)
21%,COc1ccc2c(c1)CO[C@H]([C@H](O)COC(C)=O)[C@H]2/C=C/c1ccccc1
47%,FC(F)(F)c1cccc(N2CCN(C3=Nc4ccccc4Sc4ccccc43)CC2)c1
5%,COc1ccc2[nH]c3c(c2c1)CCN[C@]31C(=O)N(Cc2ccccc2)c2ccccc21
-10%,COP(=O)(OC)C(NC(=O)OCc1ccccc1)C(C)C (stereo unspecified)
-22%,O=C1N2Cc3ccccc3C2CS(=O)(=O)N1C1CCCC1 (stereo unspecified)
2%,C=CCN1C(=O)[C@@H](CC(=O)N2CCN(C(=O)c3ccco3)CC2)[C@]2(C(=O)OC)CCCCC=C12
32%,O=C(CSc1nnc(-c2ccco2)n1Cc1ccco1)c1ccc([N+](=O)[O-])cc1
-3%,Nn1c(SCC(=O)Nc2ccc(C(=O)O)cc2)nnc1-c1ccco1
19%,C#CCOCCOCCOCCNc1nc(N2CCN(C(=O)[C@H](CCCCN)n3cc([C@@H](N)C(C)CC)nn3)CC2)nc(N2CCN(C(=O)[C@H](CCCCN)n3cc([C@@H](N)C(C)CC)nn3)CC2)n1 (stereo partly specified)
-16%,O=C(OC12CCCN(C1)/C(=C/c1cccc(Cl)c1)C2)c1ccno1 (stereo unspecified)
33%,CC(=O)Nc1sc2c(c1-c1nc3ccccc3s1)CCN(C(C)C)CC2

Not all compounds are listed; the hit share may differ from the screen's.
